EBV gp42 block: Epstein-Barr virus gp42 inhibitors, primary screen, biochemical, uHTS, fluorescence polarization; inhibition, % (tested at 21.74 µM); 220,000 tested, 0.42% active; Glycoprotein 42 (Epstein-Barr virus (strain AG876)), Q1HVG2; Fluorescence polarization binding assay, mP read-out; AID 1085, 2008; in the data active means inhibition above about 50%
eIF4E-4G inh: eIF4E–eIF4G protein interaction inhibitors, primary screen, biochemical, uHTS, TR-FRET, eIF4GI fragment. Eukaryotic translation initiation factor 4E (Mus musculus) + Eukaryotic translation …. TR-FRET eIF4E-eIF4GI(517-606) binding, 2 h. inhibition, % at 21.7 µM. 220,000 tested, 0.37% active. AID 782, 2007;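 further: 0% = full FRET control wells and 100% = background wells lacking eIF4GI fragment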
p47phox inh: p47phox/p22phox peptide binding inhibitors, primary screen, biochemical, uHTS, NADPH oxidase regulatory subunit | 220,000 tested, 0.53% active | fluorescence polarization, 2 h | Neutrophil cytosol factor 1 (Homo sapiens), P14598 | inhibition, % at 24.7 µM;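 further: 0% = p47phox with labelled peptide and 100% = labelled peptide alone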
Rad51 HR inh: human RAD51 strand exchange inhibitors, primary screen, biochemical, fluorescence. DNA repair protein RAD51 homolog 1 (Homo sapiens), Q06609. hRad51 DNA strand exchange, fluorescence dequenching. inhibition, % at 10 µM. 200,000 tested, 0.085% active;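 active means inhibition above 40% at the single screening dose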;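 further: 0% = DMSO control wells and 100% = blanks with heterologous ssDNA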
Target sequence (Q06609 whole entry, looked up): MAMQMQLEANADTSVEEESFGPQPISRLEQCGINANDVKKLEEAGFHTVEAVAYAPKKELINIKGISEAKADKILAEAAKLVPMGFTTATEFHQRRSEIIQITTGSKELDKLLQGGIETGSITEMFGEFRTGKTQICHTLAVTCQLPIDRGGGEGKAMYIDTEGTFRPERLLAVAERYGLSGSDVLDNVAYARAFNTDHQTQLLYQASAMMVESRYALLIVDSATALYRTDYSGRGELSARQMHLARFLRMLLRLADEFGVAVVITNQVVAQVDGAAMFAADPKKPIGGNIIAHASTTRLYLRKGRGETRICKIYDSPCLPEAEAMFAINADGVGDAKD
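Material: Human Rad51 nucleoprotein filaments preassembled on unlabelled ssDNA | Also added: Labelled 47-mer dsDNA for strand exchange | Dosing: Single dose, 10 µM final compound | Schedule: 30-min compound preincubation and 15-min exchange, both room temperature | Technique: Fluorescence dequenching at 485/520 nm | Measure: Percent inhibition relative to plate controls and blanks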
KLK5 inh: human KLK5 protease inhibitors, primary screen, biochemical, 1536-well. 210,000 tested, 0.59% active. inhibition, % at 5 µM. Kallikrein-5 (Homo sapiens), Q9Y337. recombinant hK5, fluorogenic AMC substrate cleavage;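 active means inhibition of 40% or more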;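 further: 0% = enzyme controls without compound and 100% = no-enzyme blanks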
Cl transport mod: KCC2 cotransporter modulators, thallium flux, primary screen, cell-based, HEK293 KCC2, FluoZin-2 fluorescence, MLSMR; 190,000 tested, 2.2% active; B-score of Tl+ flux slope (higher = more flux/activation; lower = inhibition) at 10 µM; KCC2 cells, thallium flux FluoZin-2 fluorescence;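 active means thallium flux slope and its plate-corrected score both differing from the plate sample mean at a set confidence after two filtering rounds, in either direction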;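 further: slope of fluorescence scaled to starting intensity during 10 to 20 s after thallium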
14-3-3 Bad PPI: inhibitors of 14-3-3 zeta/Bad binding, primary screen, biochemical, TR-FRET, bovine 14-3-3 zeta | TR-FRET 14-3-3zeta/Dy647-pBad peptide displacement, 1 h | AID 781, 2007 | inhibition, % at 21.7 µM | 220,000 tested, 0.71% active | 14-3-3 protein zeta/delta (Bos taurus), P63103;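 active means inhibition above about 70%, limit read from the data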;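 further: 0% = full 14-3-3 plus peptide FRET controls and 100% = background without 14-3-3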
thrombin 1536: human alpha-thrombin inhibitors, primary screen, counter-screen for coagulation protease inhibitor project, biochemical, 1536-well, fluorogenic AMC substrate. inhibition, % at 5 µM. Boc-VPR-AMC fluorogenic substrate cleavage. Prothrombin (Homo sapiens), P00734. AID 1046, 2008. 220,000 tested, 0.26% active;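 active means inhibition at or above 40%; inactive means inhibition below 40%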;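 further: 0% = enzyme with no compound and 100% = wells without enzyme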
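System: Human alpha-thrombin protein | Medium: pH 7.5 Tris (50 mM) with NaCl 150 mM, Tween 20 0.05% | Times: Enzyme reaction carried out at room temperature | Detection: AMC fluorescence, 355/460 nm | Evaluation: Percent inhibition scaled between no-compound controls and no-enzyme blanks | Benchmarks: Enzyme without compound as high, wells lacking enzyme as low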
Furin inh: human furin inhibitors, primary screen, biochemical, fluorescence intensity; 220,000 tested, 0.061% active; P09958; purified furin, fluorogenic substrate cleavage; AID 463115, 2010; inhibition, % at 30 µM; in the data active means inhibition above about 25%; further: inactives centre near -15
Target sequence (P09958 108-714 limits assumed): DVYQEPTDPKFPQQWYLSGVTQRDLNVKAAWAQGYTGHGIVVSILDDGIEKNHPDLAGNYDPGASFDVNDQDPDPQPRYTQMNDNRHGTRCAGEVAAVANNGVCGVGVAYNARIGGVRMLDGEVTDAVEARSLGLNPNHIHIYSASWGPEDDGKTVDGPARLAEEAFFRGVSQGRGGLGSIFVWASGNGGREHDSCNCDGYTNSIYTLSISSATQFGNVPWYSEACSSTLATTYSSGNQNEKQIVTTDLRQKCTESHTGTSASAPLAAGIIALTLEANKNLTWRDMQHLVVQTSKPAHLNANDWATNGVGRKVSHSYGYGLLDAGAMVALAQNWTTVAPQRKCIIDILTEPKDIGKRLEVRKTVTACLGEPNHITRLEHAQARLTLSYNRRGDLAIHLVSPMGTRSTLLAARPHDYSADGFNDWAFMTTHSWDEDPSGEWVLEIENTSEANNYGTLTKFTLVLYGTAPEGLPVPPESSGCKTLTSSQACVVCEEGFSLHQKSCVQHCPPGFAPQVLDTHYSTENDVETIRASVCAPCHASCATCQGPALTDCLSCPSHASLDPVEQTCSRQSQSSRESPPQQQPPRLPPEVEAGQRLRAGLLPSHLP
The depositor's hits bear a star; i = inactive; x = not tested or not shown; [ ] = dose if it differs, or a comment.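 How the source made its calls, unless noted: active means inhibition above about 30% (limit read from the data); inactive means the rest.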

SMILES	EBV gp42 block	eIF4E-4G inh	p47phox inh	Rad51 HR inh	KLK5 inh	Cl transport mod	14-3-3 Bad PPI	thrombin 1536	Furin inh
N#C/C(=C/c1ccc(N2CCCCC2)o1)C(=O)Nc1ccc(Cl)cc1	3	-2	19	i	-3	x	1[fluorescence artefact?]	-4	-18[20 µM]
CC(=O)NNC(=O)c1csc(Cc2c(Cl)sc3ccc(Cl)cc23)n1	-14	-5	0	-6	-23	14*	-8	-2	-11
O=c1cc(CSc2ccc(Cl)cc2)nc2nc[nH]n12	-1	-1	-5	4	-18	-0.49	-14[fluorescence artefact?]	-6	-21
COCCN(C(=O)CCC(=O)Nc1nccs1)C(C(=O)NC(C)(C)C)c1ccc(Cl)cc1 (stereo not drawn)	-8	-1	-5	4	22	0.16	-8	2	-28
CCCCSc1nc2c(cnn2-c2ccc(Cl)cc2)c(=O)[nH]1	-10	-55	-5	x	-3	x	-9	3	-16[20 µM]
CCN1CCN(c2ccc(NC(=O)CCc3c(C)nc4c(-c5ccccc5)c(C)nn4c3C)cc2)CC1	-6	-2	0	-9	-15	-0.0089	-1	-10	5
N/C(Cc1ccc([N+](=O)[O-])cc1)=N\OC(=O)COc1cccc2ccccc12	-10	-9	-10	0	1	-0.34	6	0	-8[20 µM]
COc1ccccc1N1CCN(C(=O)c2cn(-c3ccccc3)nc2-c2cccnc2)CC1	1	11	-6	0	-6	x	-12	-5	-23
CC(NC(=O)COC(=O)/C=C/c1cccc(C(F)(F)F)c1)c1ccccc1 (stereo not drawn)	-3	6[fluorescence artefact?]	-10	7	-6	-0.44	3	0	-10
Cc1nc(-c2ccccc2)sc1C(=O)CSc1ccc(Br)cc1	-3	-30	-8	-6	-7	x	-1	-3	-19[20 µM]
Cc1ccc(CN2C(=O)CCC2C(=O)NCCN(CC(C)C)CC(C)C)cc1 (stereo not drawn)	-11	-9	-7	3	2	-0.56	-8	-9	-20
Cc1nn(-c2ccccc2)c(C)c1C(=O)OC/C(O)=C(\C#N)c1nc2ccccc2[nH]1	-12	-5[fluorescence artefact?]	-50	-9	-17	-0.9	-11[fluorescence artefact?]	0	-27
COc1ccccc1CNC(=O)C1CC(=O)N(C2CCCC2)C1 (stereo not drawn)	-13	0	-4	-3	-2	x	1	-4	-13
CCc1cccc(C)c1NC(=O)c1ccccc1	1	2	-8	-2	-8	0.87	-2	-10	-11
CCN(CC)Cc1c(O)ccc2c1O/C(=C\C=C\c1ccccc1)C2=O	-12	-5	-26	x	1	i	-11	-9	-5
COC1=C(c2ccccc2)C(=O)c2ccccc2C1=O	-8	15	-4	19	-13	-0.63	-4	-3	-10
O=C(Nc1cccnc1)C1OCCc2ccccc21 (stereo not drawn)	-4	-1[fluorescence artefact?]	-6	x	-10	0.19	4[fluorescence artefact?]	1	-19[20 µM]
O=C(OCc1ccccc1)N1CCOCCN(C(=O)OCc2ccccc2)CCOCC1	-4	2	-17	-22	5	-1.6	-4	8	-30
COc1cc(CNc2nnnn2C)ccc1OCc1ccc(F)cc1Cl	6	0	-3	2	-13	0.19	-4	0	-23
CC1=C(C(=O)Nc2ccccc2)C(c2coc3ccccc3c2=O)C2=C(CCCC2=O)N1 (stereo not drawn)	-14	0[fluorescence artefact?]	-5	-2	-10	0.79	0	-7	-8
CCc1ccc(/C=N\NC(=O)c2ccc(Br)o2)s1	-18	0	-11	5	-10	6*	-12	-2	-12
COc1cccc2cc(C(=O)NCCc3c[nH]c4ccccc34)c(=O)oc12	12	2	-10	20	-4	-1.3	-19	2	-22
O=C(Nc1cc(S(=O)(=O)N2CCCCC2)ccc1Cl)c1ccccc1NS(=O)(=O)c1ccc(F)cc1	11	-2	-9	x	-7	-4.8*	17[fluorescence artefact?]	-1	-12
COc1cccc(-n2c(SCC(=O)NC(C)(C)C)nnc2-c2ccoc2C)c1	4	1	-6	-5	8	-0.66	3	4	-19
CS(=O)(=O)c1ccccc1-c1nc(-c2cc(C(F)(F)F)cc(C(F)(F)F)c2)no1	0	-2	-11	x	-10	-0.13	-3	-7	-10[20 µM]
CCCCOc1cc(C)nc(NCc2ccccc2)n1	-11	-7	-9	0	-7	-0.072	8	-3	-8
O=C(CCN1C(=O)c2ccccc2S1(=O)=O)NCc1ccco1	1	5	11	0	-5	0.52	8	2	-17[20 µM]
O=C(COc1ccc(=O)n(-c2ccccc2)n1)Nc1ccccc1	-5	-3	-10	0	-9	-1.8	2	-1	-23
COC(=O)C1=C(C(=O)OC)[C@@H]2N(Cc3ccccc3)c3ccccc3[C@@]23C[C@@H](C(=O)OC)N(C(=O)CC(C)C)C3=N1	-6	-1	10	1	1	-1.4	4	-4	-21
CCC(C)[C@H](NC(=O)Nc1ccc(S(N)(=O)=O)cc1)C(=O)O (stereo partly drawn)	-10	3	-4	x	-12	1.3	-4[fluorescence artefact?]	-3	1
Cc1ccc(N(C(=O)CNC(=O)c2ccco2)C(C(=O)NCC2CCCO2)c2ccccc2)cc1 (stereo not drawn)	-8	14	3	8	-6	1.3	2	-6	-21
Cc1cccc(C)c1N=C1NN=C(c2ccccc2F)CS1	-9	4	-24	0	-9	-0.12	-8[fluorescence artefact?]	-4	-18
Cc1cc2ccccc2c(=O)n1CC(=O)N(C)c1ccc(F)cc1	-17	8	-6	1	-13	0.18	-1	0	-14[20 µM]
Cc1nnc(NN2CCOCC2)[nH]c1=O	3	-3	1	1	-1	-0.036	11	-17	-13
COc1cc2ncnc(NCCc3ccccc3)c2cc1OC	-9	5	-6	0	2	-1.8	-1	x	-30
O=C(CSc1nnc(-c2ccccc2)c(-c2ccccc2)n1)NC1CCS(=O)(=O)C1 (stereo not drawn)	-11	1	-4	13	3	-0.14	-2	1	-22
Cc1cccc(Cn2cnc3c(NS(C)(=O)=O)c(C)c(C)cc32)c1	-1	-7	-5	4	57*	x	1	1	-10[20 µM]
CCCCCSc1nc(O)cc(=O)[nH]1	-15	0	-18	-3	-4	0.19	-3	1	-9[20 µM]
Cc1ccsc1C(=O)Nc1cc(C(C)(C)C)nn1-c1ccccc1	-31	6	-4	0	2	-0.35	0	2	-25[20 µM]
N#Cc1nc(-c2cccs2)oc1NCc1ccccc1Cl	-15	4	-6	x	-76	-0.29	-11	0	-29

A draw from above in order of formula weight, falling:
SMILES	EBV gp42 block	eIF4E-4G inh	p47phox inh	Rad51 HR inh	KLK5 inh	Cl transport mod	14-3-3 Bad PPI	thrombin 1536	Furin inh
COC(=O)C1=C(C(=O)OC)[C@@H]2N(Cc3ccccc3)c3ccccc3[C@@]23C[C@@H](C(=O)OC)N(C(=O)CC(C)C)C3=N1	-6	-1	10	1	1	-1.4	4	-4	-21
O=C(CSc1nnc(-c2ccccc2)c(-c2ccccc2)n1)NC1CCS(=O)(=O)C1 (stereo not drawn)	-11	1	-4	13	3	-0.14	-2	1	-22
CCc1ccc(/C=N\NC(=O)c2ccc(Br)o2)s1	-18	0	-11	5	-10	6*	-12	-2	-12
N#Cc1nc(-c2cccs2)oc1NCc1ccccc1Cl	-15	4	-6	x	-76	-0.29	-11	0	-29

The list continues.
SMILES	EBV gp42 block	eIF4E-4G inh	p47phox inh	Rad51 HR inh	KLK5 inh	Cl transport mod	14-3-3 Bad PPI	thrombin 1536	Furin inh
Nc1c(C(=O)Nc2ccc(Cl)c(Cl)c2)sc2nc(-c3cccnc3)ccc12	-12	7	-36	-12	48*	-0.0055	95*[fluorescence artefact?]	4	4
COc1cccc(C2C3=C(N=c4s/c(=C\c5ccccc5O)c(=O)n42)c2ccccc2CC3)c1OC (stereo not drawn)	4	1	-1	2	-12	0.9	-1	0	-16
O=C(CCS(=O)(=O)c1cccc2nsnc12)NCc1ccccc1Cl	-11	33*	-10	2	-5	0.078	9	1	-17[20 µM]
CC(C)(O)C1Cc2cc(/C=C/C(=O)O)c(O)cc2O1 (stereo not drawn)	-4	62*	85*	-2	1	0.21	32	-11	-20
CCN(Cc1cnn(C)c1)Cc1nc(C2(c3ccc(C)cc3)CCCC2)no1	-14	-3	-5	10	x	x	-9	2	-31
CC(C)(C)c1cc(NC(=O)COc2ccc(Br)cc2)n(-c2ccccc2)n1	14	2	-19	-1	5	-1.3	3	-6	-4[20 µM]
COC(=O)c1nc2nc(C)cc(C(F)(F)F)n2n1	-16	3	-4	-2	-22	0.46	10	0	-20
Cc1cc(C(=O)NNC(=O)C2CCCC2)c(C)o1	-10	-4	3	4	0	-3.7	-2	24	-19
Clc1ccc(-c2cc(CSc3cccc(Cl)c3)on2)cc1	-12	-6	-2	-1	1	0.36	12[fluorescence artefact?]	1	-13[20 µM]
CN(C)CCNC(=O)/C=N/O	-23	-5	-17	-4	-4	1.8	3	0	-5
C=C(C)c1cccc(C(C)(C)NC(=O)NCCN(CC)CC)c1	6	-4	-7	5	2	-1.7	-6	-1	-25
COc1ccc(N2CCCn3c2nc2c3c(=O)n(Cc3ccc(C)cc3)c(=O)n2C)c(OC)c1	-4	4	x	x	21	-0.98	-5	18	-8
O=C(O)c1cc(N/N=C/c2ccncc2)ccc1Cl	-1	-5	-1	2	3	0.45	3	-1	4
COc1ccc(/C=C/C(=O)c2ccc(OC)cc2OC)c(OC)c1	-18	-1	-20	0	4	-0.39	27	3	-13
CCC(C)(C(=O)NC1CCCCC1)N(Cc1ccco1)C(=O)CNC(=O)c1ccccc1 (stereo not drawn)	-17	-4	-2	-3	7	0.0094	1	0	-11
Cc1ccc(NC(=O)C(=S)NCc2ccco2)cc1	4	3	-4	10	-8	0.023	-9	-4	-22[20 µM]
CCOc1ccc(/C=N/NC(N)=S)cc1	-2	-3	-4	8	-16	0.83	-4[fluorescence artefact?]	-15	-8
COc1ccccc1CN1C(=O)[C@@H]2C(CCC(N)=O)NC3(C(=O)Nc4c3ccc(Cl)c4C)[C@@H]2C1=O (stereo partly drawn)	-18	-2	-12	-5	-12	x	10	1	-10
O=C(CSc1ccc([N+](=O)[O-])cc1)NCC1CCCCC1	-11	2	-9	0	-4	-0.06	-2	-6	-18
COc1ccc(C(=O)C2CCCN(C(=O)c3cccnc3SC)C2)c(C)c1 (stereo not drawn)	3	1	6	1	-2	1.1	-8	-11	-25
Cc1cc(C)c(S(=O)(=O)Nc2ccc(O)cc2)c(C)c1	-11	-6	-4	2	-4	-0.68	1	-5	-9
COc1ccc(C(=O)Nc2cccnc2)cc1C(=O)Nc1cccnc1	-3	2	6	0	-9	0.13	3	x	-11

Only Rad51 HR inh and KLK5 inh, for 3 of the compounds above:
SMILES | Rad51 HR inh | KLK5 inh
CCC(C)(C(=O)NC1CCCCC1)N(Cc1ccco1)C(=O)CNC(=O)c1ccccc1 (stereo not drawn) | -3 | 7
Cc1nc(-c2ccccc2)sc1C(=O)CSc1ccc(Br)cc1 | -6 | -7
Cc1cc(C)c(S(=O)(=O)Nc2ccc(O)cc2)c(C)c1 | 2 | -4
